# Compound activity (PubChem)
# USP1-UAF1 inh: blocks the human USP1/UAF1 deubiquitinase complex. 0.23% of 390,000 active. recombinant USP1/UAF1, Ub-Rhodamine cleavage fluorescence. AID 743255. Potency, µM (top dose mostly 57.1 µM), without a hit: at the top dose activity change, negative = inhibition, actives largely listed as inhibitors; further: potency means the concentration at half of the fitted maximal effect; on the % scale 0 is the no-effect control and ±100 the full control effect; nearly all actives have a fitted effect of over 60% in size; inactives centre near -12
#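 USP1/UAF1 complex at 1 nM was preincubated with compound for 15 min at room temperature, then Ub-Rho substrate (150nM final) was added. Fluorescence (480/540 nm) was read kinetically, 6 reads every 60 seconds.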
# PGK inhibitor: blocks T. brucei phosphoglycerate kinase. P07378. PGK/GAPDH coupled, Kinase-Glo luminescence, 60 min. Potency, µM (series often up to 57.5 µM), without a hit: at the highest dose activity change, negative = inhibition, hits mostly inhibitors. 0.043% of 380,000 active. AID 602233; further: potency means the concentration at half of the fitted maximal effect; on the % scale 0 is the no-effect control and ±100 the full control effect; nearly all actives have a fitted effect of over 60% in size
#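 Luminescent ATP detection (Kinase-Glo Plus) follows a 60-minute room-temperature incubation, with wells lacking PGK as controls. Buffer: 100 mM TEA (pH 7.6), 5 mM MgCl2, 0.01% Tween-20. Coupling enzyme GAPDH (100 nM final) supplies unstable 1,3-BPG in-well.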
# HP1b binding inh: HP1-beta chromodomain-methylated histone interaction inhibition | P83916 | AlphaScreen HP1-beta / biotin-H3K9me3 peptide binding | Potency, µM (highest dose often 114 µM), without a hit: top-dose activity change, negative = inhibition, most hits filed as inhibitors | 0.56% of 390,000 active; further: potency means the concentration at half of the fitted maximal effect; nearly all actives have a fitted effect of over 70% in size; inactives centre near 23
# Target sequence (P83916 whole entry, looked up): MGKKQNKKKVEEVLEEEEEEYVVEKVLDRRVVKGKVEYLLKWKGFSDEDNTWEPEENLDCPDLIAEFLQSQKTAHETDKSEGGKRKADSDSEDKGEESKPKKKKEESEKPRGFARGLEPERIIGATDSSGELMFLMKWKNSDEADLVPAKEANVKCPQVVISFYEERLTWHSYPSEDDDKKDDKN
#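 Compound inhibition of the preformed complex between 50 nM HP1-beta and 50 nM biotinylated H3K9me3 peptide was read by AlphaScreen. Buffer was PBS pH 7.4 with 0.01% Tween-20. Incubations ran 30 min at room temperature, with 10 ug/mL donor/acceptor beads.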
# PI4K2A inh: PI4K2A (human) kinase inhibition | Q9BTU6 | activity change, negative = inhibition, % at 76.9 µM | 0.13% of 420,000 active | purified PI4K2A, ADP-Glo luminescence, 1 h; active compounds read low; in the data active means activity change below about -50%; inconclusive means mostly about -30% to -49%;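 further: -100% = wells without enzyme as full effect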
#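 ADP-Glo luminescence measured ADP generated by PI4K2A enzyme (4 ug/mL before mixing) with 1.2 mM PI substrate (pre-mix) and 300 microM ATP (pre-mix). Tris pH7.5 buffer with MgCl2, Triton X-100; 1 h reaction at ambient temperature.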
# Pin1 inh: inhibitors of human Pin1; Q13526; Pin1 FP peptide displacement, HiFluor488, 10 min; Potency, µM (titrated, usually from 115 µM), without a hit: at the highest dose activity, negative = inhibition, most hits filed as inhibitors; 0.009% of 390,000 active; active means well fitted inhibition curve with a large enough effect in the polarisation, with a control signal flat, not every such curve was filed as active; inconclusive means small, poorly fitted or top-dose-only effect, or effect the other way, or a change in a side signal; inactive means no such curve, though single readings can be large or run the other way; the % refers to the polarisation; further: potency means the concentration at half of the fitted maximal effect; on the % scale 0 is the no-effect control and ±100 the full control effect
# Target sequence (Q13526 whole entry, looked up): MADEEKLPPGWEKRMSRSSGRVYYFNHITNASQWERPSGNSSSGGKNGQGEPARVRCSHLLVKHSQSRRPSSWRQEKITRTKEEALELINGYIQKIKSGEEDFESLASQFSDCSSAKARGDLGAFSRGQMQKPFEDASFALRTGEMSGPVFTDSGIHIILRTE
# GLS inh: blocks human kidney-isoform glutaminase activity | GLS enzymatic activity, qHTS titration | Potency, µM (series often up to 45.5 µM), for inactives: at the top dose activity change, negative = inhibition, usual class: inhibitors | 0.21% of 410,000 active | AID 624170; further: potency means the concentration at half of the fitted maximal effect; on the % scale 0 is the no-effect control and ±100 the full control effect
# Target sequence (O94925 whole entry, looked up, canonical isoform): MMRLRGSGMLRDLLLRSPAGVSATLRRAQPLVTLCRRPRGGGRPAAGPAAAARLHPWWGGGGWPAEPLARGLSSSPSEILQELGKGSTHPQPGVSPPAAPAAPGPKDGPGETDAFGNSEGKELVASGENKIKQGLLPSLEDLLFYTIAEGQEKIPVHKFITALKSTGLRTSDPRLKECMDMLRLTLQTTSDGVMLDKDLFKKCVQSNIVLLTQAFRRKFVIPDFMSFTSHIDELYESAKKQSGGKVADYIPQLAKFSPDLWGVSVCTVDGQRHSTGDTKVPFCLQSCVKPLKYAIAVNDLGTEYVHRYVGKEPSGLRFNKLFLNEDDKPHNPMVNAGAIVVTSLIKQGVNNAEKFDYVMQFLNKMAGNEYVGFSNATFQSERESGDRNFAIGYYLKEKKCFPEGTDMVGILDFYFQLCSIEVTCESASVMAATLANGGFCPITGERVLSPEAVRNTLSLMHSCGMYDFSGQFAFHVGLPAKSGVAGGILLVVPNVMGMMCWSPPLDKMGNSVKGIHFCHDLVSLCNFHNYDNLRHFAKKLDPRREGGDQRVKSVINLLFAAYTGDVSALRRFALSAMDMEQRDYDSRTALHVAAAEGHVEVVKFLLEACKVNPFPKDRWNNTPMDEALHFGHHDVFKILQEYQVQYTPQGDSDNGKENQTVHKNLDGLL
#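 Two-point fluorescence kinetic (t0, 30 min RT) for hKGA; glutamate detected via glutamate oxidase–HRP–Amplex Red. Substrate: 1 mM L-glutamine solution; buffer 45 mM KH2PO4, pH 8.2.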
# mIDH1 inhibitor: human IDH1 R132H inhibition; O75874; IDH1-R132H enzyme, NADPH consumption, diaphorase/resazurin fluorescence; Potency, µM (titrated, usually from 76.6 µM), inactives show top-dose activity change, negative = inhibition, hits mostly inhibitors; 0.093% of 390,000 active; further: potency means the concentration at half of the fitted maximal effect; on the % scale 0 is the no-effect control and ±100 the full control effect; nearly all actives have a fitted effect of over 65% in size
#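 IDH1-R132H (0.5 ug/mL dispensed) in pH 7.5 Tris buffer was preincubated 30 min with compound, then given a substrate mix of 0.016 mM NADPH and 2 mM alpha-KG for 80 min at room temperature; remaining NADPH was read by diaphorase/resazurin fluorescence.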
# rTrxR1 inhibitor: rat TrxR1 inhibition; recombinant rTrxR1, NADPH fluorescence consumption, selenite substrate; Potency, µM (series often up to 114 µM), for inactives: at the top dose activity change, negative = inhibition, actives largely listed as inhibitors; AID 588453; O89049; 1% of 390,000 active; further: potency means the concentration at half of the fitted maximal effect; on the % scale 0 is the no-effect control and ±100 the full control effect; nearly all actives have a fitted effect of over 65% in size
#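 Rat TrxR1 (90 nM in the dispensed reagent) was pre-reduced with 400 uM NADPH for 5 min at room temperature, then incubated with compound for 15 min. After 400 uM selenite was added, NADPH fluorescence (Ex 340/Em 450 nm) was followed for 8 min.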
# TrxR1 substrate: rat thioredoxin reductase 1 substrate activity | purified TrxR1 substrate turnover, NADPH consumption readout | Potency, µM (series often up to 114 µM), inactives show at the top dose activity change, negative = substrate turnover | 0.01% of 390,000 active | AID 588456; further: potency means the concentration at half of the fitted maximal effect; on the % scale 0 is the no-effect control and ±100 the full control effect; nearly all actives have a fitted effect of over 50% in size
#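 Rat TrxR1, dispensed at 90 nM, was prereduced with 400 uM NADPH (final) for 5 min at ~22 deg C, then incubated with compound 15 min before 400 uM selenite. A first-read NADPH fluorescence drop versus no-compound background flagged substrates.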
# * marks the source's active call; other numbers are inactive results; i = inactive; ? = inconclusive; . = no result given; [ ] = another dose, or the depositor's remark. Unless noted, the call rests on the fitted dose curve; in most records, active means well fitted curve in the direction sought with a large enough effect; inconclusive means small, poorly fitted or top-dose-only effect, or another doubt; inactive means no such curve, though single readings can be large; an effect the other way counts as inactive or inconclusive. Some of the compounds tested, so the mix of outcomes need not match the whole.
entry	Compound	USP1-UAF1 inh	PGK inhibitor	HP1b binding inh	PI4K2A inh	Pin1 inh	GLS inh	mIDH1 inhibitor	rTrxR1 inhibitor	TrxR1 substrate
1	O=C1CC(c2ccccc2)CC(O)=C1C=Nc1cccc(Cl)c1 (configuration not stated)	-20.9%	i	50.0%[activator]	-0.8	39.5%[activator]	-14.9%	7.0%	-6.1%	-12.7%
2	CCOc1ccc(CNc2cc(C)nc3nc(-c4cccc(C)c4)nn23)cc1OC	?	.	26.4%[57 µM]	6.2	26.9%	2.9%	.	-8.4%[57.1 µM]	1.6%[57.1 µM]
3	O=C(Cc1ccc(Cl)cc1)Nc1cccc(-c2nnc(-c3ccco3)o2)c1	-2.9%	0.0%	11.9%	-5.5	66.9%[activator]	-6.2%	5.6%	-7.5%[57.1 µM]	6.9%[57.1 µM]
4	Cc1c(Cl)cccc1NC(=O)CCS(=O)(=O)c1ccc2c(c1)CC(C)N2C(=O)C1CC1 (configuration not stated)	-8.8%	0.3%	53.3%[activator]	-5.9	-6.5%	4.6%	18.0%	8.6%	2.0%
5	COc1ccc(C2C(C(=O)Nc3ccc(Cl)cc3)=C(C)Nc3nc(SCc4cccc(C)c4)nn32)cc1OC (configuration not stated)	-26.0%	-7.5%	12.2%	-2.4	0.2%	1.5%	-7.8%	12.0%	4.9%
6	Cc1ccc2nc(NCc3ccccc3)[nH]c2c1	-19.3%	i	21.7%	3.0	3.1%	52.1%[activator]	7.2%	20.3%[57.1 µM]	-5.3%[57.1 µM]
7	Cc1ccc(C)c(S(=O)(=O)N2CCCC2CNC(=O)C(=O)NC2CCCC2)c1 (configuration not stated)	-7.6%	3.6%	11.9%	-0.3	1.8%	6.1%	0.4%	9.3%	0.7%
8	Cc1ccc(NC(=O)Cn2cnc3c2c(=O)n(C)c(=O)n3C)cc1C	-25.5%	-3.4%	34.8%	2.9	6.6%	-2.0%	-4.1%	20.7%[57.1 µM]	3.5%[57.1 µM]
9	CC#CCCCC(=O)Nc1ccccc1C(=O)O	?	-5.7%	11.5%	-4.4	-1.2%	2.4%	0.0%	27.7%	17.2%
10	Cc1ccc(N(Cc2ccccc2O)C(=O)c2ccccc2F)cc1	-2.0%	8.9%	44.9%[activator]	-0.2	4.6%	14.2%	-2.7%	-1.4%	-5.2%
11	CC(C)S(=O)(=O)C1=NSC2=NC(=O)/C(=C\c3ccc(OC(=O)c4ccco4)cc3)C(=N)N21	-28.3%	i	32.2%	-8.6	-2.7%	29.8%	?	-1.1%	7.9%
12	COc1ccc(-c2nc3scc(CCNC(=O)c4cccc(Br)c4)n3n2)cc1	-13.0%	3.9%	36.9%	2.3	7.8%	-1.9%	-0.9%	16.8%	-2.4%
13	COc1ccc(-c2nc3ccccc3o2)cc1NC(=O)C(C)(C)Oc1ccc(Br)cc1	-10.4%	-5.5%	17.4%	7.8	1.0%	-11.9%	-9.9%	93.6%[activator]	62.0%[activator]
14	CC1Cc2ccccc2N1C(=O)C1CCCN(S(=O)(=O)c2cccc3nsnc23)C1 (configuration not stated)	-5.0%	6.6%	18.6%	-2.0	9.3%	-6.6%	5.6%	2.7%	8.3%[57.1 µM]
15	COc1ccc(-c2nc(=S)c3ccc4ccccc4c3[nH]2)cc1	-14.7%	i	15.5%	3.1	?	14.9%	-1.2%	18.0%[57.1 µM]	7.3%[57.1 µM]
16	FC(F)(F)c1cc(-c2ccccc2)nc2cc(-c3ccc(Br)cc3)nn12	-27.7%	6.9%	50.3%[activator]	-0.1	-2.1%	7.3%	0.0%	0.0%	5.7%
17	CC1=C(C(=O)N2CCOCC2)C(c2cccc3ccccc23)NC(=S)N1 (configuration not stated)	-5.0%	-6.7%	24.6%	-1.4	0.9%	0.5%	1.7%	-2.5%[57.1 µM]	0.6%[57.1 µM]
18	Cc1ccc(C(=O)Nc2ccncc2)c(C)c1	-4.6%	-1.5%	8.9%	0.5	-7.6%	2.5%	0.0%	6.6%[57.1 µM]	7.3%[57.1 µM]
19	CC1CC(C)(C)NC(=S)N1CCC(=O)N1CCc2ccccc2C1 (configuration not stated)	?	-1.7%	-10.5%	-0.4	-11.6%	3.1%	0.3%	1.6%[57.1 µM]	-6.6%
20	C/C(NC1CCCCC1)=C(/C#N)C(=O)NCCN1CCOCC1	-12.2%	-5.0%	48.8%[activator]	0.3	?	-7.3%	9.6%	-3.9%	-2.5%
21	COc1ccc(CCNc2nc(C)nc3c2nnn3Cc2ccccc2)cc1	-26.5%	i	42.0%[activator]	-2.6	4.6%	-5.8%	-7.1%	24.2%	1.9%
22	COCCCNC(=O)N1CCN(c2nnc(C)c3c(C)n(-c4ccc(Cl)cc4)nc23)CC1	-0.1%	.	14.7%	0.9	-1.5%	-3.0%	.	-3.8%[57.1 µM]	-7.5%[57.1 µM]
23	O=C(O)c1ccc(/C=C2\SC(=Nc3ccccc3)N(c3ccccc3)C2=O)cc1	-25.3%	8.3%	24.5%	0.6	-0.8%	7.6%	-2.5%	0.3%	-6.6%
24	O=C(Cn1ncc2c([nH]c3ccccc32)c1=O)N1CCN(c2ccccn2)CC1	-4.2%	-0.1%	22.9%	-0.7	-9.5%	8.1%	-1.2%	5.6%	-4.7%
25	CCCCOc1ccc(N(CC(=O)NC2CCCCC2)C(=O)CCC(=O)Nc2ccccn2)cc1	-13.1%	-5.3%	10.8%	5.4	1.3%	-6.0%	-2.9%	11.9%[57.1 µM]	0.3%[57.1 µM]
26	O=C(Nc1cccc2cccnc12)OCc1ccccc1	.	.	12.5%	.	-9.5%	.	.	?	7.9%[0.457 µM]
27	CC(C)[C@H](NC(=O)c1ccccc1)C(=O)OCC(=O)c1ccccc1F	?	-5.0%	17.2%	0.6	-3.4%	5.0%	4.0%	20.8%[57.1 µM]	8.6%[57.1 µM]
28	COc1ccc(Cc2nnc(SC)[nH]c2=O)cc1OC	-0.6%	6.2%	36.8%	-8.8	-5.2%	9.5%	-0.8%	-2.5%	3.1%
29	CCOC(=O)c1[nH]c2c(c1C)C(=O)CC(c1ccc(OC)c(OC)c1)C2 (configuration not stated)	-16.5%	-2.7%	34.1%	1.7	3.0%	-1.2%	1.8%	6.4%	-2.6%
30	O=C(COc1ccc2ccc(=O)oc2c1)NCc1ccccn1	-10.1%	2.5%	37.4%	-2.5	-4.1%	0.5%	-6.4%	-4.1%	23.2%
31	O=C(CNC(=O)c1ccco1)OCc1ccc(Br)cc1	-19.8%	-8.1%	46.1%[activator]	-0.5	0.4%	-4.0%	7.6%	17.5%	3.2%
32	O=C(NCCO)/C(=C\c1ccc(Br)cc1)NC(=O)c1cccs1	-31.4%	9.4%	22.2%	2.2	-1.0%	2.4%	1.1%	0.9%[57.1 µM]	4.3%[57.1 µM]
33	COC(=O)C1CCN(Cc2nnc(-c3ccccc3)o2)CC1	-11.9%	0.2%	24.7%	0.7	3.3%	1.4%	-3.7%	8.3%	5.4%
34	CCc1cccc2c1NC(=O)C2=O	-17.8%	-0.8%	-24.3%	21.2	-2.3%	-9.7%	9.2%	19.5%	4.5%
35	COc1cccc(CN(C)CC(=O)Nc2ccccc2N2CCOCC2)c1OC	-25.4%	-4.6%	38.1%	3.5	-5.7%	-1.2%	9.9%	11.1%	9.7%[57.1 µM]
36	Cc1ccc(C(=O)N(CC(=O)NC2CCCC2)c2ccc3c(c2)OCCO3)s1	-22.7%	2.0%	40.7%[activator]	0.0	1.1%	0.2%	-3.3%	14.1%	-1.0%
37	O=C(Nc1ccc(Cl)cc1)c1ccc(Br)cc1F	-13.2%	-0.1%	60.3%[activator]	-2.3	-1.5%	1.3%	3.5%	15.8%	10.1%[0.0914 µM]
38	O=C(Nc1ccn(Cc2c(F)c(F)cc(F)c2F)n1)c1cccc(Cn2cc([N+](=O)[O-])cn2)c1	-3.2%	-3.6%	0.3%	-5.2	0.6%	-16.1%	-5.3%	13.0%	1.4%
39	O=C(Nc1ccc2c(c1)OCO2)c1ccc(S(=O)(=O)N2CCCC2)cc1	-5.9%	0.7%	25.8%	0.0	-4.6%	-7.7%	-0.1%	17.7%[57.1 µM]	1.7%[57.1 µM]
40	COc1cccc(N(CC(=O)Nc2cccc(N(C)S(C)(=O)=O)c2)S(C)(=O)=O)c1	-9.1%	.	32.3%[activator]	2.5	-1.3%	0.5%	0.9%	7.9%	-11.7%[57.1 µM]

# Copied from above, compounds 1 to 3
entry	Compound	USP1-UAF1 inh	PGK inhibitor	HP1b binding inh	PI4K2A inh	Pin1 inh	GLS inh	mIDH1 inhibitor	rTrxR1 inhibitor	TrxR1 substrate
1	O=C1CC(c2ccccc2)CC(O)=C1C=Nc1cccc(Cl)c1 (configuration not stated)	-20.9%	i	50.0%[activator]	-0.8	39.5%[activator]	-14.9%	7.0%	-6.1%	-12.7%
2	CCOc1ccc(CNc2cc(C)nc3nc(-c4cccc(C)c4)nn23)cc1OC	?	.	26.4%[57 µM]	6.2	26.9%	2.9%	.	-8.4%[57.1 µM]	1.6%[57.1 µM]
3	O=C(Cc1ccc(Cl)cc1)Nc1cccc(-c2nnc(-c3ccco3)o2)c1	-2.9%	0.0%	11.9%	-5.5	66.9%[activator]	-6.2%	5.6%	-7.5%[57.1 µM]	6.9%[57.1 µM]
